PhoP GFP inhibition: PhoP regulon inhibitors, Salmonella typhi PhoP promoter GFP reporter, confirmatory (AID 1850); inhibition, % at 50 µM; hits with a dose series show IC50 in µM; Salmonella Typhi PhoP-promoter GFP reporter, fluorescence, 4 h; higher % means a stronger effect; 0.33% of 310,000 active; in the data active means a potency from the dose series; inconclusive means inhibition mostly from about 25% at the one dose, without a potency; inactive means the rest, 99 in 100 with inhibition below about 19%;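 further: 0% = induced wells with vehicle and 100% = uninduced wells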
M. tuberculosis HTS: M. tuberculosis growth inhibition, HTS (AID 449762) | M. tuberculosis H37Rv growth inhibition, 7H9 media; higher % means a stronger effect | inhibition, % at 25 µM, or IC50 in µM where a hit was titrated | 0.59% of 330,000 active; in the data active means a potency from the dose series; inconclusive means inhibition above about 70% without an active follow-up result;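 further: bacterial growth assessed after seven days of incubation; strong numbers were not always called active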
H1N1 NS1A inhibition: NS1A inhibition, H1N1 influenza, cell based functional assay (AID 504329); NS1A functional cell-based assay, percent inhibition; higher % means a stronger effect; 0.3% of 340,000 active; inhibition, % at 12.5 µM, or IC50 in µM where a hit was titrated; in the data active means a potency from the dose series; inconclusive means inhibition above about 27% without an active follow-up result; further: strong numbers were not always called active
M. tuberculosis: growth inhibition of non-replicating M. tuberculosis (AID 488890) | one-dose inhibition, % at 25 µM; IC50 in µM for titrated hits | Mycobacterium tuberculosis non-replicating, growth inhibition; higher % means a stronger effect | 0.39% of 320,000 active; in the data active means a potency from the dose series; inconclusive means inhibition mostly from about 82% at the one dose, without a potency; inactive means the rest, 99 in 100 with inhibition below about 76%;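 further: plate controls were DMSO cells for no effect and high antibiotic wells for full effect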
inhibitors of VEEV: inhibitors of VEEV TC-83 cytopathic effect, confirmation, Vero cells (AID 588727); Vero cells, VEEV TC-83 cytopathic effect inhibition; higher % means a stronger effect; inhibition, % at 20 µM, or IC50 in µM where a hit was titrated; 0.13% of 350,000 active; in the data active means a potency from the dose series; inconclusive means inhibition mostly from about 14% at the one dose, without a potency; inactive means the rest, 99 in 100 with inhibition below about 12%; further: strong numbers were not always called active
inhibitors of VEEV 10K pilot screen: second read-out of inhibitors of VEEV, no call of its own (marks repeat the call); inhibition, %; measured here: 10K pilot screen inhibition
* marks the source's active call; other numbers are inactive results; i = inactive; ? = inconclusive; . = not tested or not shown; & = joins results of further samples.

SMILES	PhoP GFP inhibition	M. tuberculosis HTS	H1N1 NS1A inhibition	M. tuberculosis	inhibitors of VEEV	others
CN(CCc1cn[nH]c1)Cc1nc(Cc2ccccc2)no1	12%	-6%	3%	-1%	1.6%
Cc1cc(Sc2ccc([N+](=O)[O-])cn2)ccc1Br	1%	6%	-4%	12%	1.4%
O=C(CN1C(=O)/C(=C/c2cccc(Br)c2)SC1=S)N1CCCC1	-1%	?	-7%	59%	9.0%
COc1ccc(S(=O)(=O)N2CCCN(S(=O)(=O)c3ccc(OC)cc3C)CC2)c(C)c1	-8%	9%	-2%	4%	1.1%
Cc1ccc(/C=C/c2onc(C)c2S(=O)(=O)N2CCC(C(=O)N3CCCCC3)CC2)cc1	1%	-11%	9%	29%	2.8%	inhibitors of VEEV 10K pilot screen=0.2
CCC(=O)C1CCCN(C(=O)c2cccc(OC3CCN(S(C)(=O)=O)CC3)c2)C1 (stereo not drawn)	-5%	-12%	23%	-5%	0.6%
CC(C)=C(NC(=O)c1ccccc1)C(=O)N/N=C(\C)c1ccccc1O	-6%	-8%	-14%	65%	0.8%
CCN(CC)CCNc1nc2c(c(=O)[nH]c(=O)n2C)n1CCCc1ccccc1	5%	5%	-3%	5%	i
Cc1cc(=O)oc2cc3oc(=O)cc(C)c3cc12	-3%	2%	-4%	32%	0.1%
CCOC(=O)C1CCCN(CCC(=O)Nc2ccc(Br)c(C)c2)C1 (stereo not drawn)	7%	10%	1%	31%	i
O=C(NCC1CCCO1)c1ccccc1NC(=O)c1cccc2ccccc12 (stereo not drawn)	-3%	-23%	-1%	7%	i
Cc1ccc(C(=O)c2ccccc2C(=O)O)s1	-9%	-2%	-5%	-2%	0.8%
CCOc1ccccc1N(CC(=O)Nc1cc(OC)ccc1OC)S(C)(=O)=O	-6%	-6%	0%	11%	7.2%
CCCN=Cc1sc2ccc(OCC)cc2c1O	-8%	-4%	6%	18%	0.3%
O=S(=O)(c1cccc(S(=O)(=O)N2CCOCC2)c1)N1CCCCC1	-11%	4%	-5%	-1%	0.6%
Cc1ccc(N/N=C/c2ccc3c(c2)OCCO3)cc1Cl	9%	?	7%	49%	i
CC(C)CC(C(=O)NC1CCCCC1)N(Cc1ccccc1)C(=O)c1snc(C(N)=O)c1N (stereo not drawn)	3%	3%	-10%	22%	0.5%
COc1ccc(-n2c(O)c(/C=C3\C=Nc4ccccc43)c(=O)[nH]c2=O)cc1	.	.	1%	.	3.0%
O=C(CCSc1nnc(-c2ccncc2)o1)Nc1cccc2ccccc12	12%	-3%	2%	36%	0.2%
O=C(COC(=O)c1ncc(Cl)c(Cl)c1Cl)NC(=O)NCc1ccccc1	-15%	8%	-2%	24%	0.1%
CCn1c(CNC(=O)Cc2ccc(OC)cc2)nnc1SCC(=O)NC1CCCCC1	-5%	-14%	-2%	-11%	3.7%
CN(C)c1ccc(C(CNS(=O)(=O)c2ccc(F)c(F)c2)c2c[nH]c3ccccc23)cc1 (stereo not drawn)	-7%	-9%	8%	-5%	i	inhibitors of VEEV 10K pilot screen=0.0
OCCN1CCN(c2ncnc3sc(-c4ccccc4)cc23)CC1	-7%	13%	0%	12%	13%
CC(C)Oc1cccc(C(=O)C2CCCN(S(C)(=O)=O)C2)c1 (stereo not drawn)	-2%	-7%	-7%	-9%	0.3%
CC(/C=C/c1ccc(O)cc1)=NNc1ccccc1	.	.	6%	.	5.3%
CCN1CCN(c2ccc(NC(=O)c3ccco3)cc2)CC1	10%	-3%	-4%	0%	1.0%
c1ccc(Nc2nc(CSc3ncn[nH]3)cs2)cc1	0%	5%	-15%	19%	1.6%
O=C(CS(=O)(=O)c1ccccc1)c1cc2cc(F)ccc2oc1=O	-1%	-5%	-1%	24%	0.8%
Cn1c(SCC(=O)NC2CCCCCC2)nnc1-c1ccco1	-17%	-7%	-4%	-10%	0.4%
O=C(Nc1ccc2nc(-c3ccco3)c(-c3ccco3)nc2c1)N1CCCCCC1	-32%	8%	.	12%	.
COC(=O)c1cc(Cl)cc(Cl)c1OS(=O)(=O)N(C)C	-7%	6%	-6%	-2%	1.6%
CCOc1cc(C)nc(N2CCC(C(=O)NCC3CCCO3)CC2)n1 (stereo not drawn)	.	.	1%	.	i
O=c1[nH]c2ccc(Cl)cc2c(-c2ccccc2)c1N1CCN(c2ccccn2)CC1	2%	-8%	5%	4%	1.8%
Cc1ccccc1OCCNc1cc(N2CCCCC2)ccc1[N+](=O)[O-]	2%	10%	4%	-3%	i
NC1=NC(=O)CC(C(=O)NCc2ccccc2)S1 (stereo not drawn)	1%	-2%	-2%	-2%	1.5%
CCOC(=O)c1ccc(NC(=O)Cc2coc3cc4c(cc23)CCC4)cc1	5%	49%	-1%	70%	0.3%
Cc1cc(OC(=O)c2c(Cl)cc(Cl)cc2Cl)nc(C)n1	-7%	8%	-4%	13%	i	inhibitors of VEEV 10K pilot screen=3.5
Cc1cccc(OCC(=O)OCC(=O)Nc2sccc2C(N)=O)c1	.	4%	11%	7%	0.6%
O=C(CSc1cccc2cccc(Cl)c12)OCC(=O)N1CCN(C(=O)c2ccco2)CC1	5%	-11%	22%	57%	2.0%
Cc1ccccc1NC1=C(Cl)C(=O)OC1OC(=O)c1ccccc1C (stereo not drawn)	3%	62%	3%	?	2.2%

In the list so far, these have an aryl methoxy group:
SMILES	PhoP GFP inhibition	M. tuberculosis HTS	H1N1 NS1A inhibition	M. tuberculosis	inhibitors of VEEV	others
COc1ccc(S(=O)(=O)N2CCCN(S(=O)(=O)c3ccc(OC)cc3C)CC2)c(C)c1	-8%	9%	-2%	4%	1.1%
CCOc1ccccc1N(CC(=O)Nc1cc(OC)ccc1OC)S(C)(=O)=O	-6%	-6%	0%	11%	7.2%
COc1ccc(-n2c(O)c(/C=C3\C=Nc4ccccc43)c(=O)[nH]c2=O)cc1	.	.	1%	.	3.0%
CCn1c(CNC(=O)Cc2ccc(OC)cc2)nnc1SCC(=O)NC1CCCCC1	-5%	-14%	-2%	-11%	3.7%

Remaining list, next part.
SMILES	PhoP GFP inhibition	M. tuberculosis HTS	H1N1 NS1A inhibition	M. tuberculosis	inhibitors of VEEV	others
O=C(CCNS(=O)(=O)c1ccccc1)N1CCCCCC1	-9%	-17%	1%	-4%	4.3%
O=C(COC(=O)c1ccc(Cl)cc1)NC(=O)NC1CCCC1	.	.	-10%	.	2.5%
CC(C)N(Cc1ccccc1)C(=O)c1cccs1	-2%	1%	-5%	-7%	0.1%
COc1cc(CN2CCC(C(=O)N3CCN(c4ccccc4F)CC3)CC2)cc(OC)c1O	-9%&8%	-5%	-18%	3%	i
CCOc1cc(C2C(C#N)=C(N)OC3CCCC(=O)C32)ccc1OCCN1CCOCC1 (stereo not drawn)	-3%	-7%	-2%	-6%	0.7%
CC(/C=C1\SC(=S)N(CCC(=O)Nc2nc(C)cs2)C1=O)=C\c1ccccc1	4%	7%	-4%	34%	i
CC(C)(C)OC(=O)N1CCC(NC(=O)c2nc[nH]c2C(=O)NCc2ccccc2)CC1	.	?	-16%	?	7.2%
CCCc1cc(=O)oc2c3c(cc(OCC(=O)NCCCn4ccnc4)c12)OC(C)(C)CC3	1%	-2%	-4%	43%	7.0%
O=C(O)c1ccc(CN(c2ccccc2)S(=O)(=O)c2ccccc2)cc1	-1%	4%	-3%	-8%	0.3%
N#Cc1ccccc1S(=O)(=O)N1CCN(C(=O)CCc2ccccc2)CC1	.	-1%	-17%	3%	3.4%
CCc1ccc(NC(=O)COC(=O)CCC2CCCC2)cc1	.	?	-8%	?	5.8%
Cc1c(C(=O)OC(C)C)sc2nc[nH]c(=O)c12	-3%	-9%	10%	1%	1.4%
CCOC(=O)c1cc(CC)sc1NC(=O)c1cc(OC)c(OC)c(OC)c1	-4%	14%	2%	.	3.3%
C/C(=N\NC(=S)NCCc1ccccc1)c1ccc(O)cc1O	-12%	4%	12%	53%	0.7%
COc1ccc(N(CC(=O)NCCSCc2ccco2)S(=O)(=O)c2ccccc2)cc1	3%	3%	3%	13%	3.6%
CCc1nnc(NC(=O)CCC(=O)N2CCN(Cc3cc(Cl)ccc3OC)CC2)s1	-3%	-4%	5%	20%	1.0%
N#Cc1c(N)n(-c2cccc(C(=O)O)c2)c2nc3ccccc3nc12	2%	-7%	-5%	-18%	5.6%
CCOC(=O)[C@H]1[C@H]2COc3ccc(Cl)cc3[C@@H]2N2C(=O)CN(Cc3ccc(Cl)cc3)C(=O)[C@@]12C	.	-11%	-18%	-4%	8.3%
Cc1cccc(NC(=O)Cn2c(=O)n(C)c3ccccc32)c1	2%	1%	-1%	5%	0.7%
c1ccc2c(c1)CSc1sccc1C2=C1CCNCC1	50µM*	5%	15%	37%	4.0%

Looked up by compound from above, 3 records:
SMILES	PhoP GFP inhibition	M. tuberculosis HTS	H1N1 NS1A inhibition	M. tuberculosis	inhibitors of VEEV	others
c1ccc2c(c1)CSc1sccc1C2=C1CCNCC1	50µM*	5%	15%	37%	4.0%
Cc1c(C(=O)OC(C)C)sc2nc[nH]c(=O)c12	-3%	-9%	10%	1%	1.4%
CCOC(=O)[C@H]1[C@H]2COc3ccc(Cl)cc3[C@@H]2N2C(=O)CN(Cc3ccc(Cl)cc3)C(=O)[C@@]12C	.	-11%	-18%	-4%	8.3%

New compounds follow:
SMILES	PhoP GFP inhibition	M. tuberculosis HTS	H1N1 NS1A inhibition	M. tuberculosis	inhibitors of VEEV	others
COc1ccc(/C=N/n2c(SC)nnc(C(C)(C)C)c2=O)cc1OC	13%	8%	0%	29%	3.9%
O=C(CN(Cc1cccs1)C(=O)CCC(=O)Nc1nccs1)NCc1ccccc1	-9%	0%	-1%	13%	0.7%
CC(C)NC(=O)CSc1nncn1-c1ccccc1	1%	44%	0%	1%	0.7%
COc1ccc(C(=O)NC(=S)NNC(=O)COc2ccccc2)cc1	-6%	?	-1%	?	1.9%
CCOC(=O)c1cc2c(=O)n3ccccc3nc2n(C(C)C)c1=NC(=O)c1c(-c2c(F)cccc2Cl)noc1C	-6%	1%	-6%	4%	0.3%
CCN1CCCC1CNC(=O)C(=O)NCCc1ccc(OC)c(OC)c1 (stereo not drawn)	4%	-4%	-10%	-15%	2.5%
CNC(=O)c1ccc(NC(=O)Nc2ccccc2)cc1	11%	-1%	-3%	5%	0.2%
N#Cc1cncc(-c2ccc3c(c2)OCCOCCOCCOCCOCCO3)n1	-2%	-4%	8%	31%	i
CCN(CC)c1ccc(C(=O)N/N=C(\C)c2cccc(OC)c2)cc1	-2%	4%	-7%	38%	1.8%
COc1ccccc1NC(=O)c1csc2c1CCCC2	-2%	-6%	-2%	10%	i
Cc1cccc(N(C(=O)CNC(=O)c2cccs2)C(C(=O)NC2CCCC2)c2ccncc2)c1 (stereo not drawn)	13%	2%	-12%	3%	1.3%
Brc1ccc(N=C/C=C/C=C/Nc2ccc(Br)cc2)cc1	-15%	-6%	-4%	-37%	i
CC(NC(=O)C1CCN(S(=O)(=O)N2CCCCCC2)CC1)c1ccccc1 (stereo not drawn)	-3%	-10%	2%	0%	2.3%
Cc1ccc(NC(=O)C2COc3ccccc3O2)cc1 (stereo not drawn)	0%	12%	10%	?	i
COCC(C)NC(C(=O)Nc1ccc(Cl)c([N+](=O)[O-])c1)c1ccccc1 (stereo not drawn)	6%	6%	21%	16%	i
CC1CCCC(NC(=O)COC(=O)c2ccc(Cl)nc2)C1C (stereo not drawn)	.	7%	-7%	-7%	1.2%
NC1=NC(=O)/C(=C/c2ccc(-c3ccc(S(N)(=O)=O)cc3)o2)S1	-11%	2%	7%	.	0.0%
CS(=O)(=O)N1CCN(C(=O)c2ccc3c(c2)OCCO3)CC1	-6%	7%	5%	-14%	0.4%
CN(C)CCCNC(=O)c1ccccc1Oc1ccccc1	8%	-1%	7%	-8%	1.2%
CCn1c(COc2ccccc2C)nnc1SCC(=O)O	10%	3%	-5%	67%	i
COc1ccc(C)cc1S(=O)(=O)Nc1cc2c3c(c1)CCN3C(=O)CC2	6%	-1%	-2%	-1%	2.2%
c1cnc2ccc(C(c3nnnn3C3CCCC3)N3CCN4CCCC4C3)cc2c1 (stereo not drawn)	1%	1%	1%	14%	0.9%
COc1cccc(C2(c3cccc(OC)c3)CC2C(=O)Nc2cccc3ccccc23)c1 (stereo not drawn)	-6%	9%	-6%	-3%	i
N/C(Cc1ccc(Cl)c(Cl)c1)=N\OC(=O)c1cccs1	-12%	12%	-2%	73%	0.8%
CC(=O)Nc1ccc(OCC(O)CN2CCN(c3cccc(Cl)c3)CC2)cc1 (stereo not drawn)	-11%	9%	-24%	19%	i
Cc1ccc(NC(=O)CNc2ccc(OC(C)C)cc2)c(C)c1	-11%	?	-5%	?	4.3%

Compound activity as filed in PubChem.
